Source: PubChem (National Center for Advancing Translational Sciences (NCATS))
PTHR1 ag: activates the human parathyroid hormone receptor PTHR1; HEK293 GP2 PTHR1 cells, GloSensor cAMP luminescence, 1 h; Q03431; actives 0.075% (n = 410,000); Potency, µM (highest dose often 115 µM), without a hit: at the top dose activation, hits mostly activators; further: potency means the concentration at half of the fitted maximal effect; nearly all actives have a fitted effect of over 55% in size; some results filed as inactive show a strong effect at the top dose; inactives centre near -15; many of its hits are not listed in these tables
Target sequence (Q03431 whole entry, looked up): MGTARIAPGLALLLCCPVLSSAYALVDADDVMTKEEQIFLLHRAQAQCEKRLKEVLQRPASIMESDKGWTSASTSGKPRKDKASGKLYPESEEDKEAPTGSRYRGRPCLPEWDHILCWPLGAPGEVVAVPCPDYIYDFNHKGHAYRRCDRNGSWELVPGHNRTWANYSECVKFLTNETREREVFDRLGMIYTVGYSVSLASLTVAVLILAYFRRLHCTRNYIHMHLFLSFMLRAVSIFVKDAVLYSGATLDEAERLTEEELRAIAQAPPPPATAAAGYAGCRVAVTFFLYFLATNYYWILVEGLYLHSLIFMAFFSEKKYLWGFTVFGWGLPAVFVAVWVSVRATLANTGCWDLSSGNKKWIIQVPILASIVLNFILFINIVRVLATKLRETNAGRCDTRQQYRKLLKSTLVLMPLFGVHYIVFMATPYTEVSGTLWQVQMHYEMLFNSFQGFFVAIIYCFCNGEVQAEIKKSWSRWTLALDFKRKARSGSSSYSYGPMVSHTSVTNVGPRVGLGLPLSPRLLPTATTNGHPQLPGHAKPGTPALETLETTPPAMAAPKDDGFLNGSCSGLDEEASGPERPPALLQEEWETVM
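HEK-293-derived GP2 cells expressing PTHR1 and a GloSensor cAMP reporter, 3,000/well, plated overnight, given luciferin plus IBMX (each 0.5 mM as added) for 1 h at 37 °C, then compound for 1 h at 37 °C. Luminescence was read after 15 min at room temperature.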
GLP1R ag: agonists of human GLP-1 receptor. HEK293 GLP-1R CRE-luciferase, luminescence, 4-6 h; cells express a hypersensitive GLP-1R form. P43220. Potency, µM (titrated, usually from 45.6 µM), without a hit: top-dose activation, hits mostly activators. AID 624172. actives 0.007% (n = 380,000); further: potency means the concentration at half of the fitted maximal effect; % of control where 0% means no effect
TDP-43 yeast inh: rescues yeast growth from TDP-43 toxicity; TDP-43 expressing yeast growth rescue, BacTiter-Glo, 24 h; Potency, µM (series often up to 46.1 µM), for inactives: at the top dose growth rescue (activation), usual class: activators; actives 1.8% (n = 410,000); AID 652104; further: potency means the concentration at half of the fitted maximal effect; % of control where 0% means no effect; nearly all actives have a fitted effect of over 50% in size
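Yeast expressing TDP-43 (pregrown in raffinose, seeded at OD600=0.02 in galactose medium) exposed to compounds 24 hr at 30 deg C. Growth read by BacTiter-Glo luminescence; rescue of toxicity appears as increased signal.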
aSyn rescue: rescues yeast growth from alpha-synuclein toxicity; Potency, µM (series often up to 46.1 µM), for inactives: at the top dose growth rescue (activation), hits mostly activators; actives 0.14% (n = 370,000); Yeast expressing alpha-synuclein, growth rescue, BacTiter-Glo, 24 h; further: potency means the concentration at half of the fitted maximal effect; % of control where 0% means no effect; nearly all actives have a fitted effect of over 65% in size
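Screening used galactose-induced yeast with toxic alpha-synuclein levels, exposed to compound for 24 hr at 30 deg C. Cell growth, read with BacTiter-Glo luminescence, gave the measured signal.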
KB-V1 MDR tox: kills drug-selected multidrug resistant KB-V1 cells. KB-V1 MDR cells viability, CellTiter-Glo, 72 h. Potency, µM (titrated, usually from 46.1 µM), for inactives: at the highest dose activity change, negative = cytotoxicity, actives largely listed as cytotoxic. actives 3.4% (n = 400,000). AID 1347076; further: potency means the concentration at half of the fitted maximal effect; on the % scale 0 is the no-effect control and ±100 the full control effect; nearly all actives have a fitted effect of over 60% in size
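Potencies derive from concentration-effect curves fitted to normalized luminescence (CellTiter-Glo) of KB-V1 cells treated for 72 h at 37 degrees C in phenol-red-free DMEM containing 10% FBS.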
GLP1R inv ag: acts as inverse agonist at human GLP-1 receptor. P43220. HEK293 GLP-1R CRE-luciferase, luminescence, 24 h; GLP-1R form is constitutively active. Potency, µM (top dose mostly 38.3 µM), for inactives: at the top dose activity change, negative = inhibition, usual class: inhibitors. actives 1.6% (n = 410,000); further: potency means the concentration at half of the fitted maximal effect; on the % scale 0 is the no-effect control and ±100 the full control effect; nearly all actives have a fitted effect of over 55% in size
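Luminescence readout: a drop in cAMP-driven luciferase signal flags inverse agonism at a constitutively active GLP-1R stably expressed in HEK293. Compound exposure lasted 24 hr at 37 deg C, 5% CO2.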
HEK293 tox: cytotoxicity counter-screen for GLP-1 receptor inverse agonists | Potency, µM (highest dose often 38.3 µM), for inactives: at the highest dose activity change, negative = inhibition, actives largely listed as inhibitors | actives 0.13% (n = 410,000) | HEK293 cAMP-luciferase reporter cells, luminescence, 24 h;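 further: loss of luciferase light is scored as toxicity; potency means the concentration at half of the fitted maximal effect; on the % scale 0 is the no-effect control and ±100 the full control effect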
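Quantitative HTS format, 1536 wells, 200 cells/uL seeded. Compounds: 23 nL, 24 h, 37 °C. Detection: luciferase reagent, luminescence at 12 min RT; decreased signal taken as cytotoxic.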
DRD3 antagonist: blocks the human D3 dopamine receptor | max response, negative = inhibition, % | actives 2.5% (n = 360,000) | D3R cells, DiscoveRx beta-arrestin luminescence, antagonist mode; active compounds read low | P35462 | AID 652054; in the data active means max response below about -50%; inconclusive means no clear call, values can overlap the other calls; further: on the % scale 0 is the no-effect control and ±100 the full control effect; mostly tested at two doses, the higher about 12 µM
Target sequence (P35462 whole entry, looked up): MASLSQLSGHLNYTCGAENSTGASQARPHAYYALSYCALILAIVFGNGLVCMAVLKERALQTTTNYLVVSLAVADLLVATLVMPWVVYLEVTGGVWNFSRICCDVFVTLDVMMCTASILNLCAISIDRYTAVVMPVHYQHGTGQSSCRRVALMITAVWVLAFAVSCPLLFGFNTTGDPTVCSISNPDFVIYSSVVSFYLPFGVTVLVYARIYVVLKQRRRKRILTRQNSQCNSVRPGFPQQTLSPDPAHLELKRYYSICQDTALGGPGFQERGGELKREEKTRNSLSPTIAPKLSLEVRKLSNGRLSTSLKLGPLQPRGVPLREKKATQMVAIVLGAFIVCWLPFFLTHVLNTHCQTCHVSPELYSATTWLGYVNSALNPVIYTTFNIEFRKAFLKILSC
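Cells expressing the human receptor were seeded at 1500 cells/well, incubated overnight at 37 degrees C in 5% CO2, then exposed to library compounds with dopamine controls for 90 minutes at 37 degrees C before luminescent detection.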
DRD3 agonist: activates the human D3 dopamine receptor | P35462 | D3R DiscoveRx beta-arrestin cells, luminescence, 90 min | max activation, % | actives 0.58% (n = 410,000); in the data active means max activation above about 30%; further: 0% is about no effect; mostly tested at two doses, the higher about 12 µM
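Agonist-mode cell screen: cells plated at 1500/well and incubated overnight at 37 °C, then exposed to library compounds for 90 min at 37 °C. Detection reagent was added for 30–60 min at room temperature, and luminescence was read.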
* hit, by the source's call; i = inactive; ? = inconclusive; . = not tested or not shown; & = joins results of further samples; [ ] = dose if it differs, or a comment. Unless noted, the call rests on the fitted dose curve; in most records, active means well fitted curve in the direction sought with a large enough effect; inconclusive means small, poorly fitted or top-dose-only effect, or another doubt; inactive means no such curve, though single readings can be large; an effect the other way counts as inactive or inconclusive.

SMILES | PTHR1 ag | GLP1R ag | TDP-43 yeast inh | aSyn rescue | KB-V1 MDR tox | GLP1R inv ag | HEK293 tox | DRD3 antagonist | DRD3 agonist
O=C(c1cccs1)N(CCN1CCCCC1)CC1CCCN(C2CCCC2)C1 (stereo not given) | i | 14.7% | -4.9% | -1.5% | 11.5% | ? | ? | -22.2 | -15.7
CCc1cc2c(=O)[nH]c(N3CCCC3)nc2s1 | i | 4.7% | 29.6% | 0.2% | 5.1% | 8.5% | 6.5% | 3.7 | 5.1
CCc1ccccc1N1C(=O)N(CC(=O)c2ccc(Cl)cc2)c2ccccc2S1(=O)=O | -23.7% | -1.6% | -24.5% | . | -18.7% | -19.8% | 10.8% | . | -9.7
COc1ccc(CCNS(=O)(=O)c2cccc([N+](=O)[O-])c2)cc1OC | -26.5% | 4.0% | 6.3% | 1.4% | -16.6% | 3.7% | 7.1% | 6.8 | 4.1
CCS(=O)(=O)c1nc2ccccc2n1Cc1ccccc1Cl | i | 24.1% | 15.8µM* | -4.2% | 17.6% | ? | -9.1% | -14.8 | 2.5
COP1(=O)C=C[C@H](N(Cc2ccccc2)S(=O)(=O)c2ccccc2[N+](=O)[O-])[C@@H](C)O1 (stereo not given in full) | i | -9.9% | -0.4% | 1.0% | 24.2% | 5.4% | -6.8% | 23.1 | -6.4
COc1ccc(-c2nc3sc(CCNC(=O)c4ccc(C(C)(C)C)cc4)c(C)n3n2)cc1 | -49.2%[inhibitor] | 1.5% | -0.4% | . | -2.1% | 4.0% | 1.9% | . | -1.8
Cc1cc(C)c(S(=O)(=O)c2cc(F)ccc2C)c(Cl)n1 | i | 13.4% | ? | 4.1% | -1.1% | ? | 2.6% | -10.0 | 0.8
COc1ccc(CNC(=O)CCS(=O)(=O)c2ccc3c(c2)NC(=O)C(C)S3)cc1 (stereo not given) | -30.3%[inhibitor] | -3.7% | -8.0% | -9.1% | -17.2% | -10.7% | -16.2% | -21.8 | 1.1
CCn1cc(C(=O)NCCCO)c(=O)c2cc(F)c(N3CCN(C)CC3)cc21 | i | -3.1% | -4.5% | 0.4% | -4.5% | 3.5% | -2.1% | -7.8 | -5.0
COc1ccc2[nH]cc(C(O)CN3CCN(c4ccccc4F)CC3)c2c1 (stereo not given) | i | 1.4% | 2.5% | 2.2% | -19.3% | ? | -14.2% | -63.4* | -24.8
Cc1ccc(S(=O)(=O)N2CCOCC2)cc1C(=O)OCC(=O)N1CCc2ccccc2C1 | -6.3% | 9.2% | -2.6% | 3.7% | 11.6µM* | 0.0% | 1.0% | 10.8 | 6.6
Cc1ccc(-n2nc3c(c2NC(=O)/C=C\c2ccc4c(c2)OCO4)CSC3)cc1 | 11.7% | -3.5% | 5.4% | -12.0% | ? | ? | 2.9% | 0.4 | -2.0
OC(COc1ccc(Cl)cc1)CN1C2=NCCCN2c2ccccc21 (stereo not given) | i | 2.5% | 5.4% | 5.8% | ? | ? | 14.2% | ? | -11.8
O=NN(CCCl)C(=O)NCC1=C[N+](=O)CC=C1 | -29.1% | -3.3% | 8.1% | -4.3% | 2.1% | 6.9% | -0.4% | 6.6 | 3.3
COc1cc(NC(=O)c2ccccc2OCc2ccccc2)cc(OC)c1OC | -19.2% | 22.3% | 27.1% | 9.9% | ? | 20.8% | 1.8% | 43.8 | 13.2
CCN(CC)CCNC1=NCCn2c1cc1cc(OC)ccc12 | -8.1%[57.5 µM] | -1.8% | -4.2% | 3.1% | -9.8% | 2.82µM* | 12.9% | -8.3 | 0.7
CCOC(=O)c1c(C)[nH]c(C(=O)Cn2nnc(-c3ccccc3)n2)c1C | i | -6.3% | 21.0% | 7.4% | ? | 0.7% | 9.5% | 19.6 | 2.7
O=[N+]([O-])c1cccc(C2Nc3ccccc3CO2)c1 (stereo not given) | -3.0% | -1.7% | 0.0% | -0.1% | 17.0% | ? | -12.2% | -5.4 | 3.1
CCc1cc2cc(C)ccc2nc1SCC(=O)NNC(=O)c1ccco1 | 22.7% | 11.7% | -17.3% | -1.2% | -18.1% | 2.5% | 6.2% | 2.2 | -6.0
O=C(CN1C(=O)NC2(CCCCC2)C1=O)Nc1cccc(Cl)c1Cl | i | -3.3% | 6.6% | -4.0% | -29.9% | -25.8% | 8.6% | -3.7 | 0.5
CCOC(=O)c1c(C)n(C)c2cc(OCCN(CC)CC)ccc12 | -8.2%[57.5 µM] | -0.6% | -11.4% | -0.7% | ? | -26.7% | -33.9% | -7.2 | -4.1
CCN(CC(=O)Nc1ccc2c(c1)OCCO2)S(=O)(=O)c1ccccc1 | -44.4%[inhibitor] | 1.1% | 10.4% | 4.0% | ? | -24.4% | -8.1% | 15.0 | 1.6
Cc1ccc(SCc2nc(-c3ccc(C(=O)NCC(C)c4ccccc4)cc3)oc2C)cc1 (stereo not given) | i | . | -2.0% | . | -14.1% | 4.47µM* | 0.2% | . | -14.5
Cc1nn(C(C)CC(=O)O)c(C)c1Br (stereo not given) | -46.1%[inhibitor][57.5 µM] | 1.9% | -16.5% | -12.4% | 23.4% | 0.0% | 6.3% | 24.4 | 2.0
COc1cccc(NC(=O)C(Sc2nnc3ccccn23)c2ccccc2)c1 (stereo not given) | i | -0.3% | 5.3% | -2.4% | 20.6µM* | 10.4% | -5.2% | -6.3 | -7.9
COC(=O)c1ccc(CSC2=NC[C@@H]3[C@@H]4C(=O)N(Cc5ccccc5)C(=O)[C@@H]4[C@](Cc4ccccc4)(C(=O)OC)N23)cc1 | i | -3.0% | 9.0% | 0.6% | 1.3% | -29.5% | -2.8% | 8.1 | -26.5
CSc1ccccc1OCc1cc(C(=O)NCC(C)Oc2cccnc2)no1 (stereo not given) | -14.3% | 5.2% | 17.1% | -3.9% | ? | -9.7% | -0.9% | 0.0 | -11.0
Cc1ccc(NCc2nnc(SCC(=O)N3c4ccccc4Sc4ccccc43)o2)c(C)c1 | i | -3.5% | 0.0% | 6.8% | 6.51µM* | -42.4% | -13.8% | -8.4 | 0.7
CCn1c(C(C)NC(=O)Cc2ccccc2)nc2ccccc21 (stereo not given) | i | 2.4% | -26.5% | -10.6% | -15.6% | ? | 1.9% | -0.8 | -0.4

Reprinted from the part before: 2 entries, followed by the next part.
SMILES | PTHR1 ag | GLP1R ag | TDP-43 yeast inh | aSyn rescue | KB-V1 MDR tox | GLP1R inv ag | HEK293 tox | DRD3 antagonist | DRD3 agonist
Cc1ccc(NCc2nnc(SCC(=O)N3c4ccccc4Sc4ccccc43)o2)c(C)c1 | i | -3.5% | 0.0% | 6.8% | 6.51µM* | -42.4% | -13.8% | -8.4 | 0.7
CCn1c(C(C)NC(=O)Cc2ccccc2)nc2ccccc21 (stereo not given) | i | 2.4% | -26.5% | -10.6% | -15.6% | ? | 1.9% | -0.8 | -0.4
Cc1cc2c3c(c1)C(C)CC(C)(C)N3C(=O)C2=O (stereo not given) | -22.9% | 2.7% | 0.1% | 1.2% | -14.4% | -11.4%[0.307 µM] | 1.4%[0.307 µM] | ? | -11.9
COc1ccc(OC)c(NC(=O)C(Sc2ccccc2)c2ccccc2)c1 (stereo not given) | -15.2% | -4.2% | 10.2% | 0.4% | 0.6% | ? | 2.9% | 3.3 | 5.0
Cc1ccc(C(C(=O)NCc2ccccc2)N(Cc2ccco2)C(=O)c2snc(C(N)=O)c2N)o1 (stereo not given) | -23.0% | -0.8% | -9.1% | -3.1% | ? | ? | -19.7% | 75.9 | 21.5
Cc1ccc(S(=O)(=O)N(C)CC(=O)Nc2ccccc2)cc1 | -16.1% | -0.9% | 9.7% | -7.9% | 0.0% | 1.9% | 0.0% | -26.1 | -3.4
COc1cccc(C2=CC(c3cccc(OC)c3OC(F)F)n3nnnc3N2)c1 (stereo not given) | -7.9%[57.5 µM] | 14.4% | 22.0% | -0.6% | 0.0% | 6.0% | 56.2%[activator] | 24.7 | 0.0
C/C(CC(=O)Nc1cc(C)ccn1)=N\NC(=O)c1ccncc1 | i | 4.2% | -11.0% | 7.2% | ? | 4.2% | 7.7% | -24.1 | -8.7
O=C(CN1C(=O)c2ccc([N+](=O)[O-])cc2C1=O)NCC1CCCO1 (stereo not given) | -9.9% | -4.5% | 0.6% | -7.4% | 17.9% | 3.4% | 13.1% | -5.3 | -1.2
CC(=O)N(C)c1ccc(NC(=O)c2cnn(C)c2)cc1 | i | -3.7% | -2.7% | -0.5% | 13.1% | 8.5% | 6.4% | -21.9 | 6.8
O=C(NCc1ccccc1)C(c1ccc(F)cc1)N1CCN(C(=O)C2CCCO2)CC1 (stereo not given) | -7.6% | . | -12.6% | 1.6% | -9.2% | 14.2% | -3.0% | 29.8 | 2.0
CNc1snc(C)c1C(=O)OCC(=O)c1ccc(Cl)cc1 | -44.4%[inhibitor] | 4.9% | ? | -11.3% | -15.9% | ? | 3.6% | -9.0 | 4.3
Cc1nc(S(=O)(=O)Cc2ccccc2Cl)nc2c1CCC2 | i | 6.1% | 0.6% | 7.2% | -2.0% | 2.9% | -3.3% | -13.9 | -3.5
COc1ccc(CN2CC(C(=O)NCCC(C)C)CC2=O)cc1 (stereo not given) | i | -6.1% | 12.5% | 0.1% | 5.0% | 15.0%[0.307 µM] | -1.4%[0.307 µM] | 1.6 | 8.4
COC(=O)c1ccc(NC(=O)Cn2nc(C(=O)Nc3ccc(C)cc3)ccc2=O)cc1 | -15.0%&-2.6% | 2.0% | 19.2%&12.3% | 6.0% | -6.3% | 4.8%&4.8% | 5.7%&-4.9% | -5.1 | -5.4&9.0
Cc1ccc(-n2ncc3c(Nc4cccc(Cl)c4)ncnc32)c(C)c1 | -8.4% | . | 27.4% | . | . | ? | -20.1% | . | -14.2

A portion of the library; count on the stated rates, not on these rows.
